# B2AR arrestin – recruits beta-arrestin to the human beta2-adrenergic receptor; P07550; beta-arrestin recruitment to beta2AR, cell-based reporter; Potency, µM (doses to about 46.1 µM), for inactives: at the highest dose activation, actives largely listed as activators; 0.02% of 330,000 active; AID 492947;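 note: potency is the fitted concentration of half-maximal effect; 0% = DMSO controls and full agonism = EC100 isoproterenol or metaproterenol; nearly all actives have a fitted effect of over 65% in size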
# Eya2 phos inh – inhibitors of human Eya2 phosphatase activity | O00167 | recombinant Eya2, OMFP fluorescence dephosphorylation (OMFP is methylfluorescein phosphate) | Potency, µM (series often up to 76.9 µM), inactives show at the highest dose activity, negative = inhibition, actives largely listed as inhibitors | 0.006% of 330,000 active; note: potency is the fitted concentration of half-maximal effect; % is set by controls: 0 for no effect and ±100 for the full control effect
#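 Eya2 (0.2 uM) preincubated 10 min at ambient with compound, then OMFP substrate added at 50 uM; 10 min reaction in 50 mM HEPES pH 7.5, 50 mM NaCl, 5 uM MgCl2, 0.05% BSA, 1 mM DTT. Fluorescence read at Ex 485/Em 525 nm.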
# TSHR antag – antagonists of human thyroid stimulating hormone receptor | TSHR-expressing cells, TSH-stimulated cAMP HTRF, 2 h; hits give low values | activity change, negative = inhibition, % at 11.5 µM | 0.2% of 330,000 active | AID 504810;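 active = activity change below a set negative limit, meaning inhibition stronger than a set level, cut at about -70% in these data; inconclusive = activity change between two set negative limits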; note: % is set by controls: 0 for no effect and ±100 for the full control effect
#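 Inhibition of cAMP made by TSHR-expressing cells under TSH stimulation (4nM final, EC80; 2 h, 37 deg C) is quantified with a one-step lysis HTRF kit, anti-cAMP cryptate versus cAMP-d2.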
# Mito fusion act – inhibitors of mitochondrial division or activators of mitochondrial fusion | S. cerevisiae fusion-defective mutant growth rescue, CellTiterGlo 48 h | Potency, µM (doses to about 46.1 µM), inactives show at the top dose growth rescue (activation), hits mostly activators | 0.23% of 320,000 active | AID 485298;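 note: potency is the fitted concentration of half-maximal effect; % of control where 0% means no effect; nearly all actives have a fitted effect of over 45% in size; temperature-sensitive fusion mutants such as fzo1-1 at 37 °C on non-fermentable ethanol glycerol medium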
#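 Read-out: ATP-based luminescence (CellTiterGlo, 10 min ambient) reporting growth of fusion-defective ts yeast after 48 hours at 37C on glycerol/ethanol YPEG medium in the presence of compound.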
# Tb PFK inh – T. brucei PFK enzyme inhibition | 0.17% of 330,000 active | Potency, µM (doses to about 57.5 µM), for the others: at the highest dose activity, negative = inhibition, actives largely listed as inhibitors | O15648 | T. brucei PFK, ADP-Glo luminescence;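 note: potency is the fitted concentration of half-maximal effect; 0% = uninhibited 1x PFK enzyme wells and -100% = no-enzyme wells; nearly all actives have a fitted effect of over 60% in size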
#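 In TEA buffer at pH 8.0 with 5 mM MgCl2, enzyme (1.25 nM) converted F6P (0.5 mM) and ATP (0.1 mM) for 45 min at room temperature. ADP product was read by luciferase luminescence.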
# ELG1 DNA repair – inhibitors of ELG1-dependent DNA repair in HEK293T cells; HEK293T ELG1-luciferase reporter, luminescence, 16 h; DNA damage induced by 5-fluorouridine; Potency, µM (titrated, usually from 46.1 µM), for inactives: at the top dose activity change, negative = inhibition, most hits filed as inhibitors; 2.3% of 330,000 active; AID 504467; note: potency is the fitted concentration of half-maximal effect; % is set by controls: 0 for no effect and ±100 for the full control effect; nearly all actives have a fitted effect of over 55% in size
#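 5-Fluorouridine DNA damage + compound/DMSO, 2,000 cells/well, 16 h, 37 °C/5% CO2. ONE-Glo, 30 min RT, luminescence. Readout = decrease in reporter signal.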
# BCR signal inh – chronic active BCR signaling inhibition; Potency, µM (titrated, usually from 46.1 µM), inactives show at the highest dose ratio change, negative = lower green/red ratio, actives largely listed as inhibitors; AID 493014; ABC-DLBCL IkBa-CBG/CBR reporter, luminescence ratio, 4 h; 0.05% of 340,000 active; active = well fitted inhibition curve with a large enough effect in the signal ratio, with a control signal flat, not every such curve was filed as active; inconclusive = small, poorly fitted or top-dose-only effect, or effect the other way, or a change in a side signal; the % refers to the signal ratio;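 note: potency is the fitted concentration of half-maximal effect; plate controls were basal doxycycline-induced cells for no effect and cells given 10 µM MG132 for full effect; MG132 reads +100%, hits lower the ratio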
#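 TMD8 human ABC-DLBCL cells with doxycycline-inducible IκBα–green luciferase fusion and unfused red luciferase, in 0.5% FBS medium; compounds up to 46 uM, 4 h at 37C. Green/red luminescence ratio, filter-overlap corrected, fitted to concentration-response curves.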
# TCR act – activates T cell receptor signaling. 330,000 tested, under 10 active. AID 504894. primary human leukocytes, anti-CD3, IL-2 HTRF, 48 h. Potency, µM (series often up to 9.22 µM), for the others: top-dose activation of IL-2 secretion, actives largely listed as activators; note: % of control where 0% means no effect
#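 IL-2 produced over 48 hr by a-CD3 bead-stimulated primary human leukocytes exposed to compounds was detected with a homogeneous time-resolved FRET immunoassay, 665nm acceptor signal after 320nm excitation.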
# USP2a block – USP2a (human) protease inhibition; O75604; USP2 core, Ub-CHOP2 coupled fluorogenic reporter, 485/531; Potency, µM (highest dose often 38.3 µM), for inactives: at the top dose activity change, negative = inhibition, hits mostly inhibitors; 0.01% of 330,000 active; AID 463254;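 note: potency is the fitted concentration of half-maximal effect; plate controls were DMSO wells for no effect and full inhibition by NEM control for full effect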
# Target sequence (O75604 whole entry, looked up): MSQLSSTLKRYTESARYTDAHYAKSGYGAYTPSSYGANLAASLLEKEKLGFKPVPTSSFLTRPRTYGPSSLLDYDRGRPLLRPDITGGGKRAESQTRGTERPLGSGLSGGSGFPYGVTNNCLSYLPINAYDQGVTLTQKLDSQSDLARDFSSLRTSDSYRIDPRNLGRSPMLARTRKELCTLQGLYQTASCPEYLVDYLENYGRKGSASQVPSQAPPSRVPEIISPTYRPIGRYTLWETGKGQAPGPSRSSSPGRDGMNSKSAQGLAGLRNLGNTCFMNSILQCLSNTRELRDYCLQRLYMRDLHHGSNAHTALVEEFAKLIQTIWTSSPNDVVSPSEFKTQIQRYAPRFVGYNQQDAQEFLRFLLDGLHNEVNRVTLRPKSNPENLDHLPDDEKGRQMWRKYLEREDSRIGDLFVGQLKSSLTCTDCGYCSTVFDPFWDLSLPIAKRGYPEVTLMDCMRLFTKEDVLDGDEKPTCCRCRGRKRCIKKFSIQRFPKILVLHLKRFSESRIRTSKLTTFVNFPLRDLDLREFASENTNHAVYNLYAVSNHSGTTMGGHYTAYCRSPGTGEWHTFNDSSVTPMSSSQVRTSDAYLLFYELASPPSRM
#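 Cell-free coupled assay: 10nM USP2 core preincubated 30min RT with compound in Tris-HCl pH 8.0/CaCl2/CHAPS buffer, then 25nM Ub-CHOP2 and 25nM reporter substrate; fluorescence (Ex 485/Em 531) read after 60min RT, normalized to NEM inhibition, concentration-response curves fitted.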
# TSG101-PTAP inh – blocks PTAP/TSG101 interaction to inhibit HIV-1 budding; AID 493005; Fluorescence polarization, FITC-PTAP peptide / Tsg101 binding; Potency, µM (top dose mostly 115 µM), inactives show top-dose activity change, negative = inhibition, usual class: inhibitors; 340,000 tested, under 10 active; active = well fitted inhibition curve with a large enough effect in the main read-out, with a control signal flat, not every such curve was filed as active; inconclusive = small, poorly fitted or top-dose-only effect, or effect the other way, or a change in a side signal; inactive = no such curve, though single readings can be large or run the other way; note: potency is the fitted concentration of half-maximal effect; % of control where 0% means no effect
# Target sequence (Q99816 whole entry, looked up): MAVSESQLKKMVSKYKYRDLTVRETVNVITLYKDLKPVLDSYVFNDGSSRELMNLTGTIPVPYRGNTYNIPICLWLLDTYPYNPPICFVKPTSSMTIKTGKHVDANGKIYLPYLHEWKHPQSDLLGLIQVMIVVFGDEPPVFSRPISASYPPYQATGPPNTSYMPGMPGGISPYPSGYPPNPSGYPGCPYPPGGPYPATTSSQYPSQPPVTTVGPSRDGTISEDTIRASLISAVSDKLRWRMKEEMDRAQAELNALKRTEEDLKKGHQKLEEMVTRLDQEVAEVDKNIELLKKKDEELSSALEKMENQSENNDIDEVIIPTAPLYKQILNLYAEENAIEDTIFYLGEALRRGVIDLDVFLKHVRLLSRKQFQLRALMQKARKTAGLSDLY
#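 Fluorescence anisotropy tracks displacement of a FITC-tagged PTAP peptide (50 nM) from the Tsg101 binding domain (10 uM), following a 20 min room-temperature incubation at pH 7.5.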
# uPA generation – cell surface uPA generation inhibition; cell surface uPA generation assay, qHTS; Potency, µM (titrated, usually from 38.3 µM), inactives show at the top dose activity change, negative = inhibition, usual class: inhibitors; 0.31% of 330,000 active; AID 540303; active = well fitted inhibition curve with a large enough effect; inconclusive = small, poorly fitted or top-dose-only effect; inactive = no such curve, though single readings can be large or run the other way; tested in mouse RAW 264.7 cells; note: potency is the fitted concentration of half-maximal effect; % is set by controls: 0 for no effect and ±100 for the full control effect; nearly all actives have a fitted effect of over 55% in size
# Starred values were filed as active, the others as inactive; ? = inconclusive; · = no result given; [ ] = remark or other dose. Unless noted, calls come from the whole dose curve; as a rule, active = well fitted curve in the direction sought with a large enough effect; inconclusive = small, poorly fitted or top-dose-only effect, or another doubt; inactive = no such curve, though single readings can be large; an effect the other way counts as inactive or inconclusive. Compounds as they come, and some 3% of all compounds hit somewhere here.
SMILES,B2AR arrestin,Eya2 phos inh,TSHR antag,Mito fusion act,Tb PFK inh,ELG1 DNA repair,BCR signal inh,TCR act,USP2a block,TSG101-PTAP inh,uPA generation
O=C(Nc1cccc(C(F)(F)F)c1)c1ccccc1NC(=O)C1CCCCC1,0.0%,-5%,-6,-6%,0%,11%,-2%,13%[46.1 µM],4%,-7%,14%
Cc1nn2c3c(cnc2c1-c1ccccc1)C(=O)CC(c1ccccc1)C3 (configuration not stated),-0.4%,4%,-1,-2%,3%,-8%,-10%,3%,3%,-5%,·
CCOc1ccc(OCC)c(NC(=O)CN(C)S(=O)(=O)c2ccc3nc(C)sc3c2)c1,-0.4%,-18%,-1,22%,0%,?,-1%,6%,3%,0%,2%
O=C(Nc1cccc([N+](=O)[O-])c1)C(=O)N1CCCCC1,0.4%,-29%,-2,-7%,0%,?,1%,-3%,7%,-8%,9%
COc1ccc(C2=NN(C(=O)CCCC(=O)O)C(c3cccs3)C2)cc1OC (configuration not stated),-0.6%,8%,-17,-1%,2%,2%,?,7%,-2%,-4%,-8%
Clc1ccc(-c2cn3c(n2)-c2ccccc2C3)cc1Cl,-0.3%,-1%,5,?,3%,?,-21%,-1%[46.1 µM],1%,-1%,10µM*
O=C(CN(Cc1ccc(Cl)cc1)C(=O)CNS(=O)(=O)c1ccc(F)cc1)NCC1CCCO1 (configuration not stated),-0.6%,-9%,-3,3%,1%,-5%,-2%,4%,2%,-3%,1%
O=C(O)c1ccc(Nc2cccc(F)c2)c([N+](=O)[O-])c1,0.4%,-26%,-15,9%,6%,2%,?,2%,4%,0%,-7%
CCOc1c(C(N)=O)cc([N+](=O)[O-])cc1[N+](=O)[O-],-1.2%,-5%,2,-20%,-1%,-6%,3%,-3%[46.1 µM],1%,-3%,3%
CCCC(=O)N1CCN(c2ccc(NC(=O)c3cccs3)cc2)CC1,-0.1%,3%,1,-5%,1%,5%,-17%,2%,-2%,-8%,6%
Cc1ccc(SCC(=O)OCC(=O)Nc2ccc3[nH]c(=O)[nH]c3c2)cc1C,-0.2%,-19%,1,5%,-13%,6%,-6%,8%,2%,0%,5%
CC1CCN(S(=O)(=O)c2ccc(N=NC3=C(O)CC(C)(C)CC3=O)cc2)CC1,-2.0%,3%,13,·,0%,3%,2%,3%[46.1 µM],5%,1%,7%
Cc1ccc(C(=O)N(C)Cc2ccc(N3CCOCC3)cc2)cc1S(=O)(=O)NCc1ccccc1,-0.2%,-4%,-3,0%,16%,21µM*,-14%,-7%,1%,-4%,-16%
O=[N+]([O-])c1cc(/C=N/n2c(-c3cccnc3)n[nH]c2=S)ccc1Cl,3.7%,6%,5,2%,-8%,12%,-11%,-1%[46.1 µM],3%,-2%,0%
Cc1ccc(S(=O)(=O)NCc2ccccc2)cc1C(=O)N1CCCCCCC1,-0.1%,7%,12,8%,15%,-19%,-7%,3%,0%,-1%,-2%
COC(=O)CCN(C(=O)c1cccc(OC(C)=O)c1)c1ccccn1,-0.7%,-12%,8,-4%,-2%,6%,-28%,-3%,1%,-7%,-6%
Cc1ccc(OCC(=O)NCCc2nc3ccccc3[nH]2)c(C)c1,0.0%,-10%,-2,0%,1%,3%,1%,-5%,-1%,-2%,-4%
COCCN(C(=O)C(C)C)c1nnc(-c2ccc(C(C)(C)C)cc2)s1,-0.7%,0%,-20,-3%,-2%,-1%,?,-1%,7%,-4%,3%
CCCCc1nc2sc3c(c2c(=O)[nH]1)CCC3,-0.6%,3%,9,-1%,3%,11%,3%,7%,1%,-5%,0%
CC(C)C(=O)Nc1nnc(SCC(=O)NCc2ccc3c(c2)OCO3)s1,-0.8%,-17%,4,0%,1%,16%,?,-3%,0%,-6%,1%
O=C(Cn1c2[n+](c3ccccc31)CC(O)CS2)c1ccccc1 (configuration not stated),0.0%,10%,4,0%,1%,4%,0%,0%,-1%,0%,6%
Oc1ccc2[nH]cnc2c1CN1CCCCC1,-0.1%,-9%,12,7%,1%,2%,?,-1%,-1%,-1%,10%
Cc1cc(NC(=O)CSc2ncnc3sc4c(c23)CCC(C)C4)no1 (configuration not stated),-0.2%,28%,-2,-4%,-1%,-1%,-3%,·,-1%,·,·
CN1CN(C)c2cccc3cccc1c23,-0.4%,1%,-10,0%,-4%,-15%,-8%,2%[46.1 µM],0%,-7%,3%
O=C(c1noc2c1CCCCC2)N1CCOCC1,-0.3%,0%,2,-1%,-4%,11%,-1%,-11%,0%,0%,·
O=c1oc2c(CN3CCN(CCO)CC3)c(O)ccc2cc1-c1ccccn1,-0.9%,-4%,5,-14%,1%,11%,-7%,-10%,-3%,-8%,-4%
CCn1c(=O)c(-c2nc3ccccc3[nH]2)c(O)c2ccccc21,0.0%,3%,1,-5%,-4%,-3%,?,·,2%,0%,-2%
CCOC(=O)CN(C(=O)CSc1nnc(CNc2ccc(F)cc2)o1)c1ccccc1,-0.6%,-10%,-9,1%,24µM*,?,6%,12%,0%,1%,0%
CCCc1cc(=O)[nH]c(SCC(=O)c2cc(C)n(CC3CCCO3)c2C)n1 (configuration not stated),-0.6%,4%,-6,·,-3%,-21%,0%,·,3%,2%,-7%
CCOC(=O)c1cc(-c2ccccc2)nn1CC1CC(c2ccc(OC)cc2)=NO1 (configuration not stated),-0.2%,-3%,13,·,3%,?,?,1%,-3%,-10%,2%
Cc1ccc(C)c2[nH]c(=O)c(CN(CC3CCCO3)S(=O)(=O)c3ccc4c(c3)OCCO4)cc12 (configuration not stated),-0.5%,6%,11,0%,-1%,-4%,-10%,·,-1%,3%,·
Cc1cc(C)c2c(n1)nn1c(NCCCn3ccnc3)cc(C)nc21,0.0%,-6%,-4,-2%,0%,-3%,13%,·,-2%,·,·
NC(N)=NCCC[C@H](NC(=O)OCc1ccccc1)C(=O)O,-0.8%,1%,6,-1%,-6%,-3%,4%,0%,1%,-4%,6%
COCCn1c(C)cc(C(=O)COc2cccnc2[N+](=O)[O-])c1C,0.2%,-5%,4,1%,18%,?,?,4%,-1%,-4%,-3%
Cc1ccc2c(c1)c1c(n2C)-c2[nH]ncc2CC1,-0.4%,-2%,5,-19%,0%,?,14%,8%[46.1 µM],2%,-1%,1%
CCCN1CCN(CCCNC(=O)Cn2ncc3c4ccccc4n(C)c3c2=O)CC1,-0.5%,2%,-3,-8%,5%,6%,6%,7%[46.1 µM],0%,-4%,-2%
COc1cccc(NC(=O)COC(=O)c2ccc3ccccc3n2)c1,-0.1%,-9%,-4,·,0%,?,-7%,-3%,-6%,-2%,5%
CC(C(=O)NC1C=CS(=O)(=O)C1)N1C(=O)/C(=C\c2ccccc2)SC1=S (configuration not stated),2.0%,14%,23,2%,1%,18%,?,-2%,-5%,4%,2%
O=C(Cn1c(=O)oc2cc(S(=O)(=O)N3CCCC3)ccc21)NCc1ccc(F)cc1,-0.6%,14%,-10,-3%,-1%,-16%,-1%,-3%,3%,1%,3%
O=C(NC12CC3CC(CC(C3)C1)C2)c1cncc(Br)c1,-0.3%,-8%,-12,22%,-1%,?,-5%,-12%,-1%,-2%,8%
Cc1ccc(-c2nn3c(C)nnc3s2)cc1NC(=O)c1ccc(-c2ccc(Cl)cc2Cl)o1,-0.1%,-7%,-1,1%,-5%,-20%,0%,6%,1%,9%,·
CC1CCC(C(=O)NNC(=O)c2cc(-c3ccco3)[nH]n2)CC1 (configuration not stated),-0.2%,11%,-1,?,3%,2%,0%,-6%,-1%,-7%,2%
Cc1cc(F)ccc1S(=O)(=O)N1CCC2(CC1)OCCN2S(=O)(=O)c1cccs1,0.0%,-13%,19,6%,-3%,?,3%,-2%,3%,0%,-6%
O=C(CN1CCCCCC1)NCC1CCCO1 (configuration not stated),0.1%,-1%,-7,-5%,1%,9%,13%,-4%,0%,5%,8%
C#CCOc1ccc(C2C3=C(CCCC3=O)N(CC(=O)O)C3=C2C(=O)CCC3)cc1Br,0.2%,-29%,1,-1%,-1%,3%,1%,-36%,0%,-4%,-1%
CCOC(=O)CCSc1cc(C)c2ccccc2n1,0.5%,-7%,5,5%,-1%,4%,?,-3%,-1%,-1%,14%
